influenza NS1A: NS1A inhibition, H1N1 influenza, cell based functional assay (AID 504329); 0.3% of 340,000 active; one-dose inhibition, % at 12.5 µM; IC50 in µM for titrated hits; NS1A functional cell-based assay, percent inhibition; higher % means a stronger effect; in the data active means a potency from the dose series; inconclusive means inhibition above about 27% without an active follow-up result; further: strong numbers were not always called active
VEEV TC-83 Vero: inhibitors of VEEV TC-83 cytopathic effect, confirmation, Vero cells (AID 588727); Vero cells, VEEV TC-83 cytopathic effect inhibition; higher % means a stronger effect; one-dose inhibition, % at 20 µM; IC50 in µM for titrated hits; 0.13% of 350,000 active; in the data active means a potency from the dose series; inconclusive means inhibition mostly from about 14% at the one dose, without a potency; inactive means the rest, 99 in 100 with inhibition below about 12%; further: strong numbers were not always called active
tuberculosis growth: growth inhibition of non-replicating M. tuberculosis (AID 488890); Mycobacterium tuberculosis non-replicating, growth inhibition; higher % means a stronger effect; 0.39% of 320,000 active; inhibition, % at 25 µM, or IC50 in µM where a hit was titrated; in the data active means a potency from the dose series; inconclusive means inhibition mostly from about 82% at the one dose, without a potency; inactive means the rest, 99 in 100 with inhibition below about 76%;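 further: plate controls were DMSO cells for no effect and high antibiotic wells for full effect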
Salmonella PhoP GFP: Inhibition of PhoP regulon, Salmonella typhi GFP reporter cells, confirmation, 4 h (AID 1850); 0.33% of 310,000 active; Salmonella Typhi PhoP-promoter GFP reporter, fluorescence, 4 h; higher % means a stronger effect; one-dose inhibition, % at 50 µM; IC50 in µM for titrated hits; in the data active means a potency from the dose series; inconclusive means inhibition mostly from about 25% at the one dose, without a potency; inactive means the rest, 99 in 100 with inhibition below about 19%;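 further: 0% = induced wells with vehicle and 100% = uninduced wells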
M. tuberculosis HTS: M. tuberculosis growth inhibition, HTS (AID 449762) | one-dose inhibition, % at 25 µM; IC50 in µM for titrated hits | 0.59% of 330,000 active | M. tuberculosis H37Rv growth inhibition, 7H9 media; higher % means a stronger effect; in the data active means a potency from the dose series; inconclusive means inhibition above about 70% without an active follow-up result;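 further: bacterial growth assessed after seven days of incubation; strong numbers were not always called active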
VEEV TC-83 Vero 10K pilot screen: further read-out of VEEV TC-83 Vero, marked with its call; inhibition, %; measured here: 10K pilot screen inhibition
Active calls of the source: *; i = inactive; ? = inconclusive; · = not tested or not shown.

SMILES	influenza NS1A	VEEV TC-83 Vero	tuberculosis growth	Salmonella PhoP GFP	M. tuberculosis HTS	others
CN1CCc2nc(SCc3ccccc3Br)c(C#N)cc2C1	4.2%	1.2%	39.0%	-6.8%	61.4%
COc1ccc(Nc2ccnc(Nc3ccc(OC)cc3)n2)cc1	12.7%	2.2%	?	-1.8%	13.2%
Cc1cc2nc(C3CCN(C(=S)NCC(C)C)CC3)[nH]c2cc1C	-16.4%	i	11.6%	-5.2%	-1.6%	VEEV TC-83 Vero 10K pilot screen=0.1
COc1ccc(C(=O)Nc2cc3c(cc2OC)CCCC3)cc1Br	-1.3%	1.3%	·	25.1%	3.8%
CCn1cc(C(=O)OCC(=O)Nc2c(C)cccc2C)c(=O)c2ccc(C)nc21	2.5%	i	11.8%	-2.9%	-1.1%
O=C(N/N=C/C=C/c1cccc([N+](=O)[O-])c1)C(O)c1ccccc1 (centres undefined)	4.0%	i	12.6%	22.1%	-1.3%
CCCC(=O)C1=C(O)C(C(=O)OC)C(C)(C)CC1=Nc1ccc(Br)cc1 (centres undefined)	-11.8%	6.6%	6.1%	5.0%	-2.1%
CC(Sc1nnc2n1CCCCC2)C(=O)Nc1ccc(S(N)(=O)=O)cc1 (centres undefined)	-6.8%	3.5%	·	·	·
COC(=O)c1c(NC(=O)CC2Nc3ccccc3NC2=O)sc(C)c1C (centres undefined)	-11.2%	i	-1.8%	-28.7%	-2.7%
CCOC(=O)c1c(NC(=O)CSc2nnc(-c3ccccc3)o2)sc(C(C)=O)c1C	24.0%	2.1%	-10.6%	2.1%	-4.9%
Cc1ccc(OCCn2c(SCCO)nc3c(N)ncnc32)cc1	-5.8%	3.8%	-14.6%	2.8%	-2.3%
CCc1cccc(C)c1NS(=O)(=O)c1cccs1	7.1%	i	18.4%	-1.5%	2.0%
COc1ccc(C(=S)N2CCOCC2)cc1OC(=O)c1cc(OC)c(OC)c(OC)c1	8.5%	6.0%	5.9%	-13.4%	4.2%
O=C1NCCN/C1=C\C(=O)c1ccccc1	7.4%	0.2%	-5.0%	-2.0%	-1.5%
CC1=C(C(=O)OCC2CCCO2)C(c2ccccc2OC(C)C)C2=C(CC(c3ccco3)CC2=O)N1 (centres undefined)	1.6%	8.6%	38.9%	5.1%	-5.9%
CCC(C)n1c(=S)[nH]c2ccccc2c1=O (centres undefined)	9.9%	0.8%	i	-3.0%	3.9%
Cc1ccc(C2CC(c3cccs3)=NN2C(=O)CSC2=NN3CCCC(=O)N=C3S2)cc1 (centres undefined)	-3.5%	8.6%	65.6%	-0.9%	15.9%
Cc1ccc(S(=O)(=O)CCC(=O)OCc2ccccc2F)cc1	-2.0%	0.4%	?	-1.6%	11.1%
Cc1ccc(NC(=O)CSc2nnc(NC(=O)c3ccc(S(=O)(=O)N4CCOCC4)cc3)s2)cc1	-1.0%	0.2%	1.1%	0.5%	7.5%
O=C(NCc1cccc(OC(F)(F)F)c1)c1ccc2c(c1)S(=O)(=O)c1cc(Cl)ccc1C2=O	3.5%	1.3%	-1.6%	·	3.1%
CC1=CC2(C)C(C3C(C)=CC2(C)C(=O)C3(C)O)C(C)(O)C1=O (centres undefined)	2.3%	i	·	·	·
Cc1cccc(-n2c(CNC(=O)COc3ccccc3)nnc2SCC(=O)Nc2nccs2)c1	2.6%	2.3%	-4.7%	-1.7%	-6.0%
O=C1CC(=O)N(c2ccc(Cl)cc2)C(=O)N1	4.0%	0.5%	16.5%	-4.6%	4.3%
O=c1cc(-c2ccccc2)nc(SCc2ccc(F)cc2)[nH]1	-121.8%	2.4%	19.4%	-5.6%	-3.0%
CCn1c2ccccc2c2cc(NC(=O)CSc3nnc(-c4ccc(OC)cc4)n3N)ccc21	-3.8%	6.4%	4.9%	4.8%	-3.8%

Reprinted from the part before: 5 entries, then new ones.
SMILES	influenza NS1A	VEEV TC-83 Vero	tuberculosis growth	Salmonella PhoP GFP	M. tuberculosis HTS	others
CC1=CC2(C)C(C3C(C)=CC2(C)C(=O)C3(C)O)C(C)(O)C1=O (centres undefined)	2.3%	i	·	·	·
Cc1cccc(-n2c(CNC(=O)COc3ccccc3)nnc2SCC(=O)Nc2nccs2)c1	2.6%	2.3%	-4.7%	-1.7%	-6.0%
O=C1CC(=O)N(c2ccc(Cl)cc2)C(=O)N1	4.0%	0.5%	16.5%	-4.6%	4.3%
O=c1cc(-c2ccccc2)nc(SCc2ccc(F)cc2)[nH]1	-121.8%	2.4%	19.4%	-5.6%	-3.0%
CCn1c2ccccc2c2cc(NC(=O)CSc3nnc(-c4ccc(OC)cc4)n3N)ccc21	-3.8%	6.4%	4.9%	4.8%	-3.8%
CC(C)C(=O)N1CCN(c2ccccc2NC(=O)c2ccc3c(c2)OCCO3)CC1	-3.6%	2.1%	·	·	·
COc1ccc(CN(C)S(=O)(=O)c2nnc(NC(=O)c3cccc(C)c3)s2)cc1OC	-5.1%	1.3%	4.3%	12.4%	10.9%
NC(=O)CCC(NC(=O)c1ccc(Cl)cc1)C(=O)NCCc1ccc2c(c1)OCCO2 (centres undefined)	0.6%	0.8%	·	·	·
C#CCn1c(=O)c2c(ncn2C)n(C)c1=O	-2.2%	0.2%	0.0%	2.7%	-1.8%
Cc1cccc(Nc2nnc(SCC(O)=C(C#N)c3nc4ccccc4[nH]3)s2)c1	1.7%	11.6%	·	·	·
Cc1ccc(OCc2ccc(C(=O)N3CCCC3)o2)c([N+](=O)[O-])c1	-10.0%	0.7%	15.8%	9.6%	16.2%
Cc1ccc(S(=O)(=O)N2CCN(C(=O)N3CCCC3)CC2)cc1	-4.7%	i	-1.9%	11.0%	2.4%
CC[n+]1c(/C=C2\C=C(C)CC(C)(C)C2)sc2ccccc21	0.7%	0.3%	?	10.5%	-2.5%
CCC1(C)CC(C(CC(=O)O)c2ccc(C)cc2)CCO1 (centres undefined)	-5.2%	1.3%	4.7%	-12.1%	14.5%
CCOC(=O)/C(C#N)=C/C1=C(N2CCCC2)CC(C)(CC)OC1 (centres undefined)	1.1%	4.5%	15.3%	-2.3%	3.9%
Oc1ccc(N2CCN(c3ccnc4cc(Cl)ccc34)CC2)cc1	-1.9%	0.5%	44.2%	4.8%	61.1%
Cc1cc2nnc(SCc3ccc4c(c3)OCO4)n2c2ccccc12	-13.5%	0.8%	·	·	·
CCCCn1c(N)c(N(CC(C)C)C(=O)CN(C)Cc2cccc(OC)c2)c(=O)[nH]c1=O	1.8%	i	-5.1%	10.6%	-1.3%
O=C1CCc2cc(S(=O)(=O)NCCCC(=O)N3CCN(Cc4ccc5c(c4)OCO5)CC3)ccc2N1	10.8%	0.5%	-2.5%	1.6%	-3.0%
CN(C)c1cc(NC(=O)CN2CCCC2)c2ccccc2n1	-14.4%	0.5%	-0.8%	-23.3%	7.0%
CC(C)C(=O)N=C1NC(=O)CS1	1.6%	0.3%	10.4%	-0.4%	4.1%
CCC(=O)NC(=S)Nc1ccc(-c2nc3ccccc3s2)cc1	2.0%	0.1%	53.2%	13.0%	20.4%
COC(=O)c1ccc(OC)c(CSc2nnc(COc3ccc(Cl)cc3)o2)c1	-1.8%	i	17.4%	-4.1%	2.6%
CN=c1c([N+](=O)[O-])nn(-c2ccc3c(c2)OCCO3)n1O	2.8%	i	76.2%	20.3%	53.4%
CN1CCN(C2CCCCCC2)CC1	0.4%	i	6.2%	-4.6%	-8.6%
O=C(Nc1cccc(O)c1)c1cccc(S(=O)(=O)Nc2cccc(O)c2)c1	-0.5%	5.0%	1.0%	0.2%	0.3%
Cn1cccc1/C=C1\SC(=Nc2cccc(O)c2)NC1=O	-0.2%	13.4%	1.0%	17.0%	-6.5%
COc1ccc(/C=C/C(=O)OCC(=O)Nc2ccc(Cl)c(S(=O)(=O)N(C)C)c2)cc1OC	5.7%	1.4%	15.3%	-3.7%	-2.3%
COc1ccc(CC2SC(=Nc3ccc(F)cc3)NC2=O)cc1 (centres undefined)	7.2%	3.8%	42.5%	12.1%	?
O=c1[nH]nc(Cc2ccccn2)c2ccccc12	-3.9%	1.3%	-7.1%	3.7%	0.2%

The listing continues:
SMILES	influenza NS1A	VEEV TC-83 Vero	tuberculosis growth	Salmonella PhoP GFP	M. tuberculosis HTS	others
COc1ccc(-c2nc(SCC(=O)NCc3ccco3)c(-c3ccccc3)[nH]2)cc1OC	6.9%	8.9%	16.0%	10.3%	4.3%
CN(C)S(=O)(=O)c1ccc(C(=O)NC2CCCc3ccccc32)cc1 (centres undefined)	9.1%	1.0%	10.4%	-0.5%	-5.6%
CCC(CC)NC(=O)COC(=O)c1ccc2c(c1)C(=O)N(Cc1ccco1)C2=O	4.6%	i	-9.1%	14.7%	0.8%
CC(C)(C)[C@H]1C=C(C(=O)N2CCN(Cc3ccc4c(c3)OCO4)CC2)O[C@@H](OCCCCO)C1	-7.5%	1.4%	-4.1%	-49.8%	0.8%
CCc1nc(SCC(=O)NCCc2ccc(OC)c(OC)c2)c2c(=O)n(C)c(=O)n(C)c2n1	5.7%	2.3%	-0.7%	-8.6%	0.2%
C[C@H](/C=C/[C@@]1(O)[C@H](C)C[C@H](O)CC1(C)C)O[C@@H]1O[C@H](CO)[C@@H](O)[C@H](O)[C@H]1O	-0.3%	0.8%	-14.0%	21.2%	-5.7%
O=C(NNC(=O)c1ccc2nc[nH]c2c1)c1ccccc1	-9.3%	0.6%	10.7%	·	-8.4%
O=c1c2cc(-c3ccccc3)sc2nc2n1N=C(c1ccccc1)CS2	-16.6%	60.7%	-3.2%	9.6%	-5.2%
Cn1nc(C(=O)NCC(c2cccs2)N2CCOCC2)c2ccccc2c1=O (centres undefined)	4.5%	1.1%	8.7%	·	-7.5%
COC1CCN(C(=O)c2cc(COc3ccc(-n4cncn4)cc3)on2)CC1	-3.1%	2.2%	5.6%	3.9%	1.5%
O=C(Nc1ccccc1)/C(=C\c1ccc(F)cc1)NC(=O)c1ccco1	-7.9%	0.4%	-3.6%	0.3%	-5.1%
O=C(CCc1nnc2ccc(NCc3ccccc3)nn12)NC1CCCC1	1.4%	3.5%	4.4%	-1.3%	-2.2%
COc1ccc(NC(=S)NCCCN2CCOCC2)cc1	10.3%	1.0%	-2.3%	3.0%	-1.4%
COc1cc(C2Nc3ccccc3C(=O)N2c2ccccc2)ccc1O (centres undefined)	7.1%	5.9%	2.9%	-9.1%	-1.1%
Cn1cnnc1SC1CCCCC1NS(=O)(=O)c1ccc(Cl)cc1 (centres undefined)	-3.9%	0.8%	-9.5%	0.6%	-3.3%
CCc1cc2cc3c(cc2nc1SCC(=O)N1CCN(C(=O)c2ccco2)CC1)OCO3	-43.0%	3.3%	7.4%	4.1%	-2.6%
O=C(COC(=O)c1cc([N+](=O)[O-])ccc1Cl)NC1CCCC1	1.2%	1.5%	·	1.9%	47.0%
Cc1cccc(CCNC(=O)C2CCN(S(=O)(=O)c3cccc4cccnc34)CC2)c1	3.9%	5.5%	4.7%	1.5%	5.1%
CN(CC(=O)Nc1ccc(Cl)c(Cl)c1)C(=O)CC1OC(=O)c2ccccc21 (centres undefined)	-7.2%	1.5%	3.7%	2.9%	0.1%

Grouped by structure: those above with a cyano group
SMILES	influenza NS1A	VEEV TC-83 Vero	tuberculosis growth	Salmonella PhoP GFP	M. tuberculosis HTS	others
CN1CCc2nc(SCc3ccccc3Br)c(C#N)cc2C1	4.2%	1.2%	39.0%	-6.8%	61.4%
Cc1cccc(Nc2nnc(SCC(O)=C(C#N)c3nc4ccccc4[nH]3)s2)c1	1.7%	11.6%	·	·	·
CCOC(=O)/C(C#N)=C/C1=C(N2CCCC2)CC(C)(CC)OC1 (centres undefined)	1.1%	4.5%	15.3%	-2.3%	3.9%

Five entries drawn at random from the list so far, as already listed:
SMILES	influenza NS1A	VEEV TC-83 Vero	tuberculosis growth	Salmonella PhoP GFP	M. tuberculosis HTS	others
O=C(CCc1nnc2ccc(NCc3ccccc3)nn12)NC1CCCC1	1.4%	3.5%	4.4%	-1.3%	-2.2%
O=C(COC(=O)c1cc([N+](=O)[O-])ccc1Cl)NC1CCCC1	1.2%	1.5%	·	1.9%	47.0%
COc1ccc(-c2nc(SCC(=O)NCc3ccco3)c(-c3ccccc3)[nH]2)cc1OC	6.9%	8.9%	16.0%	10.3%	4.3%
COC1CCN(C(=O)c2cc(COc3ccc(-n4cncn4)cc3)on2)CC1	-3.1%	2.2%	5.6%	3.9%	1.5%
CCC(CC)NC(=O)COC(=O)c1ccc2c(c1)C(=O)N(Cc1ccco1)C2=O	4.6%	i	-9.1%	14.7%	0.8%
